MEKK3 PB1 HTS: MEKK3-MEK5 PB1 interaction, increase or decrease; Q99759; bead-based flow cytometry, Alexa488-MEK5 binding to MEKK3; actives lie on both sides; 0 = blocked by unlabeled MEK5, 100 = vehicle; binding response (% of control), % at 10 µM; actives 1.4% (n = 290,000);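 active = binding response more than 3 SD above or below the average of its plate-row segment, actives on both sides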;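 also: Alexa488 bead fluorescence after subtracting the streptavidin-only scavenger bead signal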
DNA FID counter: fluorescent intercalator displacement, NS3 helicase counter-screen; DNA fluorescent intercalator displacement, fluorescence; inhibition, % at 7.9 µM; actives 0.17% (n = 290,000); AID 1845; in the data active = inhibition above about 37%;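 also: 0% = vehicle and 100% = reference compound; higher means more ethidium bromide displaced from hairpin DNA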
IDE act: activators of human insulin-degrading enzyme in cells; HEK cells, FAbeta-B cleavage, fluorescence polarization; 0% vehicle, 100% cell-free pure enzyme wells; actives 0.073% (n = 340,000); AID 493087; activation, % at 5.96 µM;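 active = activation above the mean of all tested compounds plus 3 SD, set per screening campaign, cut at about 17% in these data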
Target sequence (P14735 whole entry, looked up): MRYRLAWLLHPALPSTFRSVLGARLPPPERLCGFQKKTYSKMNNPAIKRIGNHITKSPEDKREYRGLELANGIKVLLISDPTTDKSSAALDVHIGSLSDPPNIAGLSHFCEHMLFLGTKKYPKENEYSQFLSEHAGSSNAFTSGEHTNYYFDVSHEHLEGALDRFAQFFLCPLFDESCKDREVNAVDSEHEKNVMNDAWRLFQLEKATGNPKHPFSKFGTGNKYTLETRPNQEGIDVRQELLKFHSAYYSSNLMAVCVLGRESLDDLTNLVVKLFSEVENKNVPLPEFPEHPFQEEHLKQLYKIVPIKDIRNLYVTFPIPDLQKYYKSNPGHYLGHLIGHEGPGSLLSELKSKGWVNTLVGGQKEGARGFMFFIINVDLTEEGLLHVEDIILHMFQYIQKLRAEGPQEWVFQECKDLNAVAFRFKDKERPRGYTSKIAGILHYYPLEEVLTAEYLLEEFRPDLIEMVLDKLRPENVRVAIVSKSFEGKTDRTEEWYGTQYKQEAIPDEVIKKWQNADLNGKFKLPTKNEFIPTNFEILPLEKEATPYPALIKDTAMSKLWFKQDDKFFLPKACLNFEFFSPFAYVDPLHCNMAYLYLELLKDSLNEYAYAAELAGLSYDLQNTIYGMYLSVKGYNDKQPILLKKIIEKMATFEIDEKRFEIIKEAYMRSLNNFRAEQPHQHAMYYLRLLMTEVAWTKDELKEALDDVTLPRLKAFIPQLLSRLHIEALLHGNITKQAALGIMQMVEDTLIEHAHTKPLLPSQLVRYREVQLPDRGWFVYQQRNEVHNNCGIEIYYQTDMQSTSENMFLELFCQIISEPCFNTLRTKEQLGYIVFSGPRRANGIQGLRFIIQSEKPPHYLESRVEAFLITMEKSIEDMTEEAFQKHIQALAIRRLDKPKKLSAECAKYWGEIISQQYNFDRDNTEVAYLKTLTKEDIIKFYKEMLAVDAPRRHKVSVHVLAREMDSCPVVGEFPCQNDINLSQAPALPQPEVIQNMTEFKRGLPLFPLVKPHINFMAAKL
UBC9 SUMO inh: blocks human SUMOylation mediated by UBC9; P63279; inhibition, % at 35 µM; actives 0.36% (n = 290,000); HTRF SUMOylation assay, SAE1/SAE2 + UBC9, in vitro; in the data active = inhibition above about 50%, passing the limit was not always enough; also: strong numbers were not always called active
IMP-1 inh: blocks Pseudomonas aeruginosa IMP-1 metallo-beta-lactamase; purified IMP-1, nitrocefin hydrolysis, epi-absorbance fluorescence; actives 0.45% (n = 290,000); inhibition, % at 5.6 µM;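 active = inhibition above the mean plus 3 SD of all compounds in the same screening run, cut at about 4.5% in these data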;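 also: 0% = IMP-1 with DMSO and 100% = DMSO wells lacking enzyme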
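System: Purified IMP-1 | Read-out basis: Percent enzyme inhibition | Controls: IMP-1 with DMSO as 0%, enzyme-free DMSO as 100% | Replicates: One well per compound | Doses: 5.6 µM nominal single concentration | Detection: Epi-absorbance fluorescence, 480 nm excitation, 530 nm emission | Incubation: 25 °C, 15 min preincubation, 25 min reaction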
VIM-2 inh: inhibitors of Pseudomonas aeruginosa VIM-2 metallo-beta-lactamase. purified VIM-2, nitrocefin hydrolysis, epi-absorbance fluorescence. inhibition, % at 5.6 µM. actives 0.89% (n = 290,000);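 active = inhibition above the mean of all tested compounds plus 3 SD, cutoff set per screening run, cut at about 7.5% in these data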;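 also: red hydrolysis product quenches plate fluorescence so inhibitors raise well fluorescence; 0% = enzyme with DMSO and 100% = DMSO without enzyme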
PHOSPHO1 inh: blocks human PHOSPHO1 phosphatase activity; Q8TCT1; recombinant PHOSPHO1, absorbance phosphatase assay; inhibition, % at 13.3 µM; actives 1.1% (n = 290,000); AID 1565; in the data active = inhibition above about 60%
HCV NS3 hel inh: blocks Hepatitis C virus NS3 helicase unwinding. NS3 helicase DNA unwinding, Cy5 molecular beacon fluorescence. inhibition, % at 10.9 µM. actives 0.56% (n = 290,000);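 active = inhibition above the mean of all tested compounds plus 3 SD, set per campaign, cut at about 35% in these data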;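 also: 0% = DMSO wells and 100% = thioflavine S control wells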
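System: HCV NS3 helicase fragment; control set: DMSO and thioflavine S; technique: Cy5 fluorescence at 0 and 60 min, beacon hairpin quenching; reagent: beacon DNA duplex substrate plus ATP; replicates: singlicate; schedule: 1 h reaction at 25 °C, ATP-initiated; medium: MOPS buffer pH 6.5 with MgCl2, DTT, Tween20, BSA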
p-CIP stab down: lowers stability of the mouse p/CIP coactivator protein; F442A p/CIP-EGFP cells, EGFP fluorescence, 16 h; actives 0.01% (n = 290,000); decrease of EGFP signal, % at 10 µM; Q05BA5;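 active = EGFP signal decrease of at least 30% at 10 µM or well 3 SD below plate mean, unless failing retest; inactive = the rest, including hits failing retest or dose response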; also: some compounds called inactive have numbers as strong as hits; many of its hits are not listed in these tables
Starred values were filed as active, the others as inactive. Only part of the results is shown (hit frequency here may not be typical).

For Cc1ccccc1NC(=O)Cn1nnc2c(cnn2-c2ccc(F)cc2)c1=O the results were MEKK3 PB1 HTS 93, DNA FID counter 2, IDE act 1, UBC9 SUMO inh 30, IMP-1 inh -2.7, VIM-2 inh -3.0, PHOSPHO1 inh 16, HCV NS3 hel inh 1 and p-CIP stab down 6.
For O=C1C=C(O)CC(c2ccc(Cl)cc2)C1 (configuration not stated) the results were DNA FID counter -9, IDE act 1, UBC9 SUMO inh 17, IMP-1 inh -2.2, VIM-2 inh -0.8, PHOSPHO1 inh 17, HCV NS3 hel inh 15 and p-CIP stab down 0.
For O=c1oc2ccccc2c(Nc2cc3ccccc3cc2O)c1[N+](=O)[O-] the results were MEKK3 PB1 HTS 98, DNA FID counter -3, IDE act 7, UBC9 SUMO inh 32, IMP-1 inh -0.2, VIM-2 inh 1.1, PHOSPHO1 inh 12, HCV NS3 hel inh 33 and p-CIP stab down -18.
Screening COc1nc(-c2ccc(Cl)cc2Cl)nc2ccccc12 returned MEKK3 PB1 HTS 105, DNA FID counter -5, IDE act 3, UBC9 SUMO inh -16, IMP-1 inh -3.1, VIM-2 inh -2.7, PHOSPHO1 inh 40, HCV NS3 hel inh -4 and p-CIP stab down -3.
Cc1cc2oc(=O)cc(CN(C)Cc3ccccc3)c2cc1C(C)C was read as MEKK3 PB1 HTS 100, DNA FID counter -28, IDE act 0, UBC9 SUMO inh 8, IMP-1 inh -2.9, VIM-2 inh -1.9, PHOSPHO1 inh 37, HCV NS3 hel inh -14 and p-CIP stab down -16.
For CC(NC(=O)c1ccccc1F)C1CC1 (configuration not stated) the results were MEKK3 PB1 HTS 101, DNA FID counter -6, IDE act 0, UBC9 SUMO inh -17, IMP-1 inh -0.2, VIM-2 inh -1.9, PHOSPHO1 inh 24, HCV NS3 hel inh -2 and p-CIP stab down -8.
CN(C)c1nc(Nc2ccc(F)cc2)nc(Oc2ccc(F)cc2)n1 was read as MEKK3 PB1 HTS 106, DNA FID counter -15, IDE act 4, UBC9 SUMO inh 3, IMP-1 inh -3.0, VIM-2 inh -2.2, PHOSPHO1 inh 24, HCV NS3 hel inh -11 and p-CIP stab down -8.
`CC1CCCCC1NC(=O)CSc1nnc(CC(=O)Nc2ccccc2F)n1C` (configuration not stated) gave MEKK3 PB1 HTS 97, DNA FID counter -15, IDE act 3, UBC9 SUMO inh -3, IMP-1 inh -1.7, VIM-2 inh 2.5, PHOSPHO1 inh 31, HCV NS3 hel inh 1 and p-CIP stab down -5.
`CCC1Oc2ccc(C)cc2N(CC(=O)N2CCN(c3ccc(F)cc3)CC2)C1=O` (configuration not stated) gave MEKK3 PB1 HTS 109, DNA FID counter -36, UBC9 SUMO inh 4, IMP-1 inh -3.9, VIM-2 inh -0.9, PHOSPHO1 inh -3, HCV NS3 hel inh -7 and p-CIP stab down -6.
`Cc1cc(=O)[nH]c(CN2CCOCC2)n1` gave MEKK3 PB1 HTS 99, DNA FID counter 0, IDE act 5, UBC9 SUMO inh 22, IMP-1 inh -2.4, VIM-2 inh -2.4, PHOSPHO1 inh 21, HCV NS3 hel inh -5 and p-CIP stab down -1.
`Cc1ccccc1OCC(=O)Nc1ccc(NC(=O)c2ccco2)cc1` gave MEKK3 PB1 HTS 95, DNA FID counter -29, IDE act -1, UBC9 SUMO inh 12, IMP-1 inh 2.0, VIM-2 inh 2.9, PHOSPHO1 inh 67*, HCV NS3 hel inh -13 and p-CIP stab down -2.
Screening CN(C)CCCN(C(=O)c1ccco1)c1nc2ccc(Br)cc2s1 returned MEKK3 PB1 HTS 106, DNA FID counter 15, IDE act 0, UBC9 SUMO inh 9, IMP-1 inh 0.0, VIM-2 inh 2.8, PHOSPHO1 inh -2, HCV NS3 hel inh -25 and p-CIP stab down -4.
`CN(C)S(=O)(=O)n1cc(/C=C(\NC(=O)c2ccccc2Cl)C(=O)N2CCOCC2)c2ccccc21` gave MEKK3 PB1 HTS 102, DNA FID counter -19, IDE act -1, UBC9 SUMO inh 10, IMP-1 inh -1.9, VIM-2 inh -3.1, PHOSPHO1 inh 14, HCV NS3 hel inh -23 and p-CIP stab down -2.
`CCOc1cc(/C=C2\C(=O)ON=C2c2ccccc2)ccc1OC` gave MEKK3 PB1 HTS 101, DNA FID counter -4, IDE act 2, UBC9 SUMO inh 8, IMP-1 inh -1.3, VIM-2 inh 1.4, PHOSPHO1 inh 24, HCV NS3 hel inh 5 and p-CIP stab down -10.
`Cc1ccc(S(=O)(=O)/N=C2/NC(=O)/C(=C/c3cccnc3)S2)cc1` gave MEKK3 PB1 HTS 105, DNA FID counter -29, IDE act 2, UBC9 SUMO inh 28, IMP-1 inh -1.1, VIM-2 inh -3.8, PHOSPHO1 inh 34, HCV NS3 hel inh 21 and p-CIP stab down -8.

Random excerpt: two compounds from above.
CN(C)c1nc(Nc2ccc(F)cc2)nc(Oc2ccc(F)cc2)n1 was read as MEKK3 PB1 HTS 106, DNA FID counter -15, IDE act 4, UBC9 SUMO inh 3, IMP-1 inh -3.0, VIM-2 inh -2.2, PHOSPHO1 inh 24, HCV NS3 hel inh -11 and p-CIP stab down -8.
`Cc1cc(=O)[nH]c(CN2CCOCC2)n1` gave MEKK3 PB1 HTS 99, DNA FID counter 0, IDE act 5, UBC9 SUMO inh 22, IMP-1 inh -2.4, VIM-2 inh -2.4, PHOSPHO1 inh 21, HCV NS3 hel inh -5 and p-CIP stab down -1.

(further entries)
CCCc1c2c(cc3c(=O)cc(C(=O)OCC)oc13)CCCC2 was read as MEKK3 PB1 HTS 105, DNA FID counter -18, IDE act -1, UBC9 SUMO inh 7, IMP-1 inh -1.3, VIM-2 inh -2.4, PHOSPHO1 inh 36, HCV NS3 hel inh -11 and p-CIP stab down 3.
CNC(=O)c1cc(-c2ccc(Cl)cc2)n(-c2ccccc2)n1 was read as MEKK3 PB1 HTS 99, DNA FID counter -25, IDE act 3, UBC9 SUMO inh 5, IMP-1 inh -0.8, VIM-2 inh 0.7, HCV NS3 hel inh -10 and p-CIP stab down 11.
Screening CCC1SC(CC)C(=O)N(CC(=O)NCCc2ccccc2)C1=O (configuration not stated) returned MEKK3 PB1 HTS 104, DNA FID counter -3, IDE act 4, UBC9 SUMO inh -7, IMP-1 inh -2.0, VIM-2 inh 0.5, PHOSPHO1 inh 43, HCV NS3 hel inh -7 and p-CIP stab down -12.
For COc1cc(C2N(c3ccccc3)CCN2c2ccccc2)cc(OC)c1OC the results were MEKK3 PB1 HTS 99, DNA FID counter 4, IDE act 9, UBC9 SUMO inh 19, IMP-1 inh -2.5, VIM-2 inh -2.5, PHOSPHO1 inh -10, HCV NS3 hel inh 4 and p-CIP stab down -2.
N#C/C(=C\c1cccc([N+](=O)[O-])c1)c1ccccn1 was read as MEKK3 PB1 HTS 101, DNA FID counter 4, IDE act 8, UBC9 SUMO inh 9, IMP-1 inh -0.5, VIM-2 inh -7.0, PHOSPHO1 inh -11, HCV NS3 hel inh -3 and p-CIP stab down 17.
CCn1cc(CNC(=O)CCSc2nc(-c3ccco3)cc(C(F)(F)F)n2)cn1 was read as MEKK3 PB1 HTS 101, DNA FID counter -25, UBC9 SUMO inh 6, IMP-1 inh -4.9, VIM-2 inh -4.1, PHOSPHO1 inh 1, HCV NS3 hel inh 1 and p-CIP stab down -7.
Screening COc1ccc(OC(=O)C(C)N2C(=O)c3ccccc3C2=O)cc1 (configuration not stated) returned MEKK3 PB1 HTS 103, DNA FID counter -23, IDE act -2, UBC9 SUMO inh -2, IMP-1 inh -3.9, VIM-2 inh -0.3, PHOSPHO1 inh 25, HCV NS3 hel inh -2 and p-CIP stab down -6.
Screening CC1(NC(=O)CC[N+](C)(C)CCO)CS(=O)(=O)CC1S(=O)(=O)[O-] (configuration not stated) returned MEKK3 PB1 HTS 98, DNA FID counter 7, UBC9 SUMO inh 1, IMP-1 inh 1.4, VIM-2 inh 1.7, PHOSPHO1 inh -1, HCV NS3 hel inh 5 and p-CIP stab down -4.
For C=CCNC(=O)C1CCN(c2c([N+](=O)[O-])cc(C(F)(F)F)cc2[N+](=O)[O-])CC1 the results were MEKK3 PB1 HTS 101, DNA FID counter -2, IDE act 4, UBC9 SUMO inh -10, IMP-1 inh -2.0, VIM-2 inh -2.0, PHOSPHO1 inh 49, HCV NS3 hel inh -6 and p-CIP stab down -4.
Screening O=[N+]([O-])c1ccc(C(O)CN=Cc2ccc(O)cc2O)cc1 (configuration not stated) returned MEKK3 PB1 HTS 101, DNA FID counter -3, IDE act 5, UBC9 SUMO inh 4, IMP-1 inh -0.2, VIM-2 inh -3.5, PHOSPHO1 inh 32, HCV NS3 hel inh 17 and p-CIP stab down -7.
Screening CC(=O)Nc1ccc(S(=O)(=O)Nc2nc(-c3ccc(C(C)(C)C)cc3)cs2)cc1 returned MEKK3 PB1 HTS 100, DNA FID counter -10, IDE act 1, UBC9 SUMO inh 12, IMP-1 inh -0.9, VIM-2 inh -2.1, PHOSPHO1 inh -9, HCV NS3 hel inh 31 and p-CIP stab down 4.
Screening CCC1CCCCN1C(=O)Nc1cc(Cl)ccc1OC (configuration not stated) returned MEKK3 PB1 HTS 100, DNA FID counter -7, IDE act 5, UBC9 SUMO inh 9, IMP-1 inh -2.2, VIM-2 inh -2.4, PHOSPHO1 inh 42, HCV NS3 hel inh -3 and p-CIP stab down -11.
Screening O=S(=O)(c1ccccc1)N1CCC(n2cnc3ccccc32)CC1 returned MEKK3 PB1 HTS 102, DNA FID counter -19, IDE act 5, UBC9 SUMO inh -3, IMP-1 inh -2.1, VIM-2 inh 0.4, PHOSPHO1 inh 36, HCV NS3 hel inh -17 and p-CIP stab down -17.
Screening CCC(Sc1nc(N)c(NC(=O)c2ccc(OC)c(OC)c2)c(=O)[nH]1)C(=O)OC (configuration not stated) returned MEKK3 PB1 HTS 97, DNA FID counter -5, IDE act -1, UBC9 SUMO inh 22, IMP-1 inh -2.6, VIM-2 inh -3.9, PHOSPHO1 inh 17, HCV NS3 hel inh 9 and p-CIP stab down -7.
Screening O=C1CN(C(=O)/C=C/c2ccc(Cl)cc2)c2ccccc2N1 returned MEKK3 PB1 HTS 104, DNA FID counter -6, IDE act 0, UBC9 SUMO inh 16, IMP-1 inh -1.9, VIM-2 inh -0.5, PHOSPHO1 inh 12, HCV NS3 hel inh 10 and p-CIP stab down 0.
Screening CN1C(=O)c2cccc3c(N)ccc(c23)C1=O returned MEKK3 PB1 HTS 105, DNA FID counter 0, IDE act 14, UBC9 SUMO inh 26, IMP-1 inh 42*, VIM-2 inh 50*, PHOSPHO1 inh 16, HCV NS3 hel inh -12 and p-CIP stab down -458.
CSc1nsc(SCCN2C(=O)c3ccccc3C2=O)n1 was read as MEKK3 PB1 HTS 104, DNA FID counter 0, IDE act -1, UBC9 SUMO inh 15, IMP-1 inh -5.2, VIM-2 inh -5.1, PHOSPHO1 inh 25, HCV NS3 hel inh -3 and p-CIP stab down -20.
Screening CCc1nc2sccc2c(=O)n1N returned MEKK3 PB1 HTS 110, DNA FID counter -1, IDE act 3, UBC9 SUMO inh 4, IMP-1 inh -2.4, VIM-2 inh -2.2, PHOSPHO1 inh 48, HCV NS3 hel inh -1 and p-CIP stab down -1.
